Eya2 inh: inhibitors of human Eya2 phosphatase activity | AID 488837 | recombinant Eya2, OMFP fluorescence dephosphorylation (OMFP is methylfluorescein phosphate) | Potency, µM (highest dose often 76.9 µM), for the others: top-dose activity, negative = inhibition, usual class: inhibitors | 330,000 tested, 0.006% active; further: potency means the concentration at half of the fitted maximal effect; on the % scale 0 is the no-effect control and ±100 the full control effect
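Eya2 protein (added as 0.2 uM solution) was preincubated with compound for 10 min at ambient temperature in 50 mM HEPES pH 7.5, 50 mM NaCl, 5 uM MgCl2, 0.05% BSA, 1 mM DTT. OMFP (added at 50 uM) then reacted 10 min; fluorescence read at 485/525 nm.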
TRPV1 agonist: activates the human vanilloid receptor TRPV1. Q8NER1. TRPV1-expressing cells, Fluo-8 calcium influx, agonist mode. activation, % at 8.33 µM. 320,000 tested, 0.19% active. AID 540275; in the data active means activation above about 80%; inconclusive means between about 30% and that limit; further: 0% is about no effect
Target sequence (Q8NER1 whole entry, looked up): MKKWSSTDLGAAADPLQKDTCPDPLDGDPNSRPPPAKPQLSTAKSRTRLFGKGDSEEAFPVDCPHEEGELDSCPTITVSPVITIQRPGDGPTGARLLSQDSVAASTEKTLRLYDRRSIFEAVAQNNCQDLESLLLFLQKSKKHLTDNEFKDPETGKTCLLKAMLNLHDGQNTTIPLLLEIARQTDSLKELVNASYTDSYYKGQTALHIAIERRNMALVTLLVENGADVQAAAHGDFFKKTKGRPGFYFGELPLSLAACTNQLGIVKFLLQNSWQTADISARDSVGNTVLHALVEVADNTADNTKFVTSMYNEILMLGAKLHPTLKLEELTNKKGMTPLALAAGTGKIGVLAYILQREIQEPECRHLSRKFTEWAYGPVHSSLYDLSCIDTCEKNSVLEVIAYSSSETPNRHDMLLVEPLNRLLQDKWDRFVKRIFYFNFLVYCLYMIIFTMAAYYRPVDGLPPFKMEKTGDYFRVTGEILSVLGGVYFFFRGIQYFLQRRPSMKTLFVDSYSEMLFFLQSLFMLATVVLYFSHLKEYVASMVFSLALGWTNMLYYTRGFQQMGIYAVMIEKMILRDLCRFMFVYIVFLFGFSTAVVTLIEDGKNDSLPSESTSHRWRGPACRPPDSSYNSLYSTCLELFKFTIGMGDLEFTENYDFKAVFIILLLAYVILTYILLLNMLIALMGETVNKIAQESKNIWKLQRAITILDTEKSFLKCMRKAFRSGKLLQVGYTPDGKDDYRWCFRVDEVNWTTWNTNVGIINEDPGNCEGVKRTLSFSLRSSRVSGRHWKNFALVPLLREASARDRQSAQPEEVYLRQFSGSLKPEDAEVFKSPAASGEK
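TRPV1-expressing cells were cultured overnight at 35.5C and loaded with Fluo-8 calcium dye for 40 to 90 min at room temperature. After a 10 s baseline, compound was added and calcium influx was read kinetically for 3 min (ex 480/em 520 nm).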
KCNH2 WT inh: KCNH2 (human, wildtype) channel inhibition | 340,000 tested, 0.37% active | activity change, % at 1.84 µM | Q12809 | U2OS, BacMam KCNH2, thallium flux FluxOr; stronger effect = lower value;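 active means maximum activity change below -70%; inconclusive means maximum activity change between -70% and -50%; inactive means maximum activity change above -50%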; further: on the % scale 0 is the no-effect control and ±100 the full control effect
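U2OS cells were transduced with wild-type KCNH2 virus (2.03 x 10^8 / mL) for 4 h at room temperature, then cultured overnight at 37 C. Thallium flux was read with FluxOr dye. Rate constants were normalized to DMSO controls.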
USP2a block: blocks human ubiquitin-specific protease USP2a | O75604 | 330,000 tested, 0.01% active | USP2 core, Ub-CHOP2 coupled fluorogenic reporter, 485/531 | Potency, µM (highest dose often 38.3 µM), inactives show at the top dose activity change, negative = inhibition, most hits filed as inhibitors;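 further: potency means the concentration at half of the fitted maximal effect; plate controls were DMSO wells for no effect and full inhibition by NEM control for full effect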
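USP2 core (10nM final) preincubated 30min RT with compound in 20mM Tris-HCl pH 8.0, 2mM CaCl2, 2mM beta-mercaptoethanol, 0.05% CHAPS; 25nM Ub-CHOP2 plus 25nM reporter substrate added, fluorescence (Ex485/Em531) read after 60min.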
TCR activator: T cell receptor activation; primary human leukocytes, anti-CD3, IL-2 HTRF, 48 h; Potency, µM (highest dose often 9.22 µM), inactives show at the highest dose activation of IL-2 secretion, hits mostly activators; 330,000 tested, under 10 active; AID 504894; further: % of control where 0% means no effect
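Primary human leukocytes receive a-CD3 beads and test compound and are incubated 48 hr. Secreted IL-2 is then assayed by HTRF, measuring 665nm acceptor emission after 320nm excitation of the europium donor.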
TSHR antag: human thyrotropin receptor antagonism; activity change, negative = inhibition, % at 11.5 µM; 330,000 tested, 0.2% active; AID 504810; P16473; TSHR-expressing cells, TSH-stimulated cAMP HTRF, 2 h; stronger effect = lower value;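 active means activity change below a set negative limit, meaning inhibition stronger than a set level, cut at about -70% in these data; inconclusive means activity change between two set negative limits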; further: on the % scale 0 is the no-effect control and ±100 the full control effect
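Read-out is FRET at 665 nm (cryptate excitation 337 nm) from a cryptate-tagged anti-cAMP antibody, competed by cell cAMP against cAMP-d2. Compounds are tested on freshly harvested TSHR cells challenged with 4nM TSH (EC80) for 2 hours at 37 deg C.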
AT treatment: potential ataxia-telangiectasia treatment; Potency, µM (top dose mostly 57.5 µM), without a hit: at the top dose activation, actives largely listed as activators; 320,000 tested, 0.19% active; AID 485349; […] A-T fibroblasts, KAP-1 phosphorylation AlphaLISA; neocarzinostatin DNA damage 30 min before lysis; further: potency means the concentration at half of the fitted maximal effect; % of control where 0% means no effect; nearly all actives have a fitted effect of over 45% in size
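hTERT-immortalized A-T patient fibroblasts ([…]), 500 cells/well in OPTI-MEM, 1% FBS, got compounds for 60 min, then NCS for 30 min at 37C. Lysates were then assayed for phospho-KAP-1 by AlphaLISA (anti-pKAP1 donor, anti-KAP1 acceptor beads), 6 hr at 25C.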
Mito fusion act: blocks mitochondrial division or promotes mitochondrial fusion | Potency, µM (titrated, usually from 46.1 µM), without a hit: at the top dose growth rescue (activation), most hits filed as activators | S. cerevisiae fusion-defective mutant growth rescue, CellTiterGlo 48 h | 320,000 tested, 0.23% active;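 further: potency means the concentration at half of the fitted maximal effect; % of control where 0% means no effect; nearly all actives have a fitted effect of over 45% in size; temperature-sensitive fusion mutants such as fzo1-1 at 37 °C on non-fermentable ethanol glycerol medium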
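Luminescent cell viability in 1536-well qHTS format served as the measure of rescued growth in ts fusion-mutant S. cerevisiae cultured on non-fermentable YPEG for 48 hours at 37C.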
KCNH2 3.1 inh: inhibitors of human KCNH2 3.1 potassium channel isoform | activity change, % (tested at about 1.8 µM) | 340,000 tested, 0.95% active | AID 720553 | U2OS KCNH2 3.1, thallium flux FluxOr; stronger effect = lower value;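 active means maximum activity change below -70%; inconclusive means maximum activity change from -70% to -50%; inactive means maximum activity change above -50%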;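 further: thallium influx rate constant from kinetic fluorescence after stimulation buffer; on the % scale 0 is the no-effect control and ±100 the full control effect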
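Channel expression came from 3.1 mutant virus (1.77 x 10^8 /mL) applied to suspended U2OS cells for 4 h. Flux was tracked with FluxOr dye plus Red40 quencher, and kinetic rate constants normalized to controls.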
ELG1 repair inh: inhibitors of ELG1-dependent DNA repair in HEK293T cells; Potency, µM (series often up to 46.1 µM), for the others: top-dose activity change, negative = inhibition, actives largely listed as inhibitors; AID 504467; 330,000 tested, 2.3% active; HEK293T ELG1-luciferase reporter, luminescence, 16 h; DNA damage induced by 5-fluorouridine; further: potency means the concentration at half of the fitted maximal effect; on the % scale 0 is the no-effect control and ±100 the full control effect; nearly all actives have a fitted effect of over 55% in size
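5-Fluorouridine DNA damage + compound/DMSO, 2,000 cells/well, 16 h, 37 °C/5% CO2. ONE-Glo, 30 min RT, luminescence. Readout = decrease in reporter signal.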
An asterisk follows results filed as active; ? = inconclusive; . = no result given; [ ] = another dose, or the depositor's remark. Unless noted, the call rests on the fitted dose curve; in most records, active means well fitted curve in the direction sought with a large enough effect; inconclusive means small, poorly fitted or top-dose-only effect, or another doubt; inactive means no such curve, though single readings can be large; an effect the other way counts as inactive or inconclusive. This is a subset; rates above refer to the full screens.

SMILES	Eya2 inh	TRPV1 agonist	KCNH2 WT inh	USP2a block	TCR activator	TSHR antag	AT treatment	Mito fusion act	KCNH2 3.1 inh	ELG1 repair inh
Cc1ccc(-n2c3c(cc(C(=O)NC4CCSC4=O)c2=O)C(=O)CCC3)cc1 (stereo not drawn)	-5%	-1	-5	1%	-2%	-7	-1%	-3%	?	11%
COCCCn1c(Cc2csc(Nc3cccc(Cl)c3)n2)nnc1SCC(=O)OC	25%	4	6	-12%	4%	6	-3%	1%	2	15%
COC(=O)c1cc2ccccc2n1Cc1ccc(Cl)nc1	-3%	-4	-2	0%	7%	-10	9%	12%	19	-3%
COc1ccc(S(=O)(=O)N(C)C[C@H]2Oc3ccc(NC(=O)NC(C)C)cc3C(=O)N([C@H](C)CO)C[C@@H]2C)cc1	2%	.	6	1%	2%	-9	6%	.	4	11%
O=C(Nc1ccccc1C(=O)O)c1ccc2ccccc2n1	-7%	-3	-5	0%	-1%	5	-1%	2%	-4	?
Cc1ccc(Cn2nc(C)c(NC(=O)CSc3n[nH]c(C)c3[N+](=O)[O-])c2C)cc1	1%	-1	16	2%	12%[46.1 µM]	1	3%	-2%	-9	?
COc1ccc(C(=O)Nc2ccc(C(=O)N3CCOCC3)cc2)cc1OC	-1%	-2	17	2%	-3%	9	12%	-5%	7	?
Cc1ccc(C[n+]2ccccc2)cc1	1%	-5	5	1%	10%	-1	8%	0%	-6	?
COc1ccc(C(C(=O)NC2CCCC2)N(C(=O)c2ccoc2C)c2ccc(C)c(C)c2)cc1 (stereo not drawn)	-9%	24	1	2%	3%[46.1 µM]	-6	3%	14%	.	0%
Cn1c(CNC(=O)C(C)(C)C)nc2ccccc21	-42%	0	1	0%	.	11	-3%	1%	2	3%
CCOC(=O)N/N=C/c1cccnc1	9%	0	-2	0%	3%	16	5%	-2%	25	0%
CCc1cc(=O)oc2cc(C)cc(OC(C)C(=O)NCc3cccnc3)c12 (stereo not drawn)	-1%	-1	-5	-1%	-1%	25	-5%	-1%	10	12%
Cc1ccc(CNC(=O)c2cn(C)c3ccc(S(=O)(=O)N4CCOCC4)cc3c2=O)cc1	3%	6	-5	-1%	1%	-9	-2%	-2%	10	-4%
COc1cc([N+](=O)[O-])ccc1NC(=O)COC(=O)c1n[nH]c2ccccc12	-5%	12	-8	-2%	-9%[46.1 µM]	-6	1%	10%	-3	?
CCOC(=O)c1oc2ccccc2c1CSc1nnnn1-c1ccc(C)cc1	7%	11	-14	3%	5%[46.1 µM]	-7	.	9%	-29	?
CCc1nnc(NC(=O)c2cc(S(=O)(=O)N(CC)CC)ccc2Cl)s1	-4%	5	8	5%	-16%	-20	-4%	-1%	-12	-3%
Nc1cccc(C#Cc2ccc3c(=O)c4ccccc4oc3c2)c1	-7%	3	-2	2%	-4%	-27	-6%	1%	-4	?
CCCCOc1ccc(/C=C/C(=O)NC2=Nc3ccccc3NC(C)=C2C(=O)OCC)cc1OC	20%	8	1	2%	.	0	3%	-3%	6	?
CCC(C)Nc1nnnc2c1sc1nc3c(cc12)COC(C)(C)C3 (stereo not drawn)	-2%	3	4	0%	2%	-1	-4%	-24%	19	23µM*
Cc1ccc(NC(=O)CC2C(=O)N(Cc3ccccc3)C(=S)N2NC(=O)c2cccc(F)c2)c(C)c1 (stereo not drawn)	-3%	2	-26	3%	-2%[46.1 µM]	4	0%	-2%	0	-23%
Fc1ccc(-c2csc(-c3ccncc3)n2)cc1	15%	?	1	2%	-58%	-12	-1%	-1%	1	-7%
O=C(NCc1ccccn1)c1n[nH]c(=O)c2ccccc12	-13%	-2	-20	1%	2%	-19	7%	-6%	-3	12%
COc1ccccc1OCCNC(=O)c1ccccc1OCc1c(C)noc1C	26%	2	-3	-1%	-8%	3	9%	-6%	9	?
O=C(Nc1c(-c2ccccc2)nc2ccccn12)c1ccccc1F	3%	16	4	1%	3%	-1	12%	-5%	20	8%
CN(C)c1ccc(C2CC(=O)C=C(Nc3ccccc3N)C2)cc1 (stereo not drawn)	-1%	29	-2	-3%	-13%	1	-12%	-4%	-4	?
Cn1cccc1C(=S)N1CCOCC1	-1%	0	-7	3%	1%	7	2%	-3%	6	-4%
NC(=S)N/N=C/c1ccc(-c2ccc(SC(F)F)cc2)o1	-21%	-15	3	1%	1%	7	1%	17%	-28	?
c1ccc(Nc2nc(CSc3ncn[nH]3)cs2)cc1	14%	1	-5	6%	3%	2	-8%	-5%	2	?
CCC(SC1=NCCS1)C(=O)Nc1nnc(-c2ccccc2OC)s1 (stereo not drawn)	-1%	13	6	-1%	2%	6	-4%	-2%	-48	18µM*
COc1ccc(C(=O)/C=C/Nc2ccccn2)c(OC)c1	-1%	0	0	-1%	10%	4	-6%	3%	-7	?
CC1=C(C(=O)OCC(C)C)C(c2cccc(F)c2)N2C(=O)C(C)SC2=N1 (stereo not drawn)	-1%	-8	-5	-6%	-3%	1	-4%	12%	-3	3%
CCCCN1C(=O)C(=O)N(CC(=O)N2CCc3ccccc32)C1=O	-21%	-2	-15	-4%	1%	15	-19%	10%	8	12%
CCSc1nnc(NC(=O)c2cccc(S(=O)(=O)N(C)c3ccccc3)c2)s1	-6%	1	-3	0%	1%[46.1 µM]	-18	-11%	-2%	-2	16%
O=c1c2ccccc2cnn1Cc1n[nH]c(=S)n1-c1ccccc1F	?	-2	18	-2%	-3%	-6	-19%	-1%	6	-3%
O=C(c1ccc(Cl)cc1)N1CCc2c([nH]c3ccccc23)C1C(F)(F)F (stereo not drawn)	-12%	5	0	-9%	-2%	21	-3%	-3%	16	?
C=C(C(=O)Oc1ccccc1C(C)(C)C)c1ccccc1	1%	2	.	-1%	.	-20	35µM*	1%	.	?
O=C(NC1CCSC1=O)C1CC(=O)N(c2ccc(F)cc2)C1 (stereo not drawn)	1%	9	-3	2%	5%	-1	3%	-2%	-3	2%
COc1cc(-c2noc(-c3ccco3)n2)cc(OC)c1OC	11%	3	-4	-3%	-7%	1	6%	4%	-1	9%
COc1cc(S(=O)(=O)NC2CCCCC2)ccc1Cl	-4%	4	9	1%	3%[46.1 µM]	-2	-3%	8%	3	-4%
Cc1ccc(C)c(SCC(=O)Nc2ccc(C)c(S(=O)(=O)N3CCOCC3)c2)c1	-7%	1	-3	0%	2%	-14	6%	-1%	-18	?
Cc1c(CCC(=O)NCCCN2CCCC2=O)c(=O)oc2c(C)c(O)ccc12	6%	-4	1	2%	-1%	-6	1%	0%	-5	12%
Cc1ccc(OCC(=O)Nc2ccc(-c3nc4ncccc4o3)cc2)c(C)c1	-6%	-3	-15	-1%	2%	-1	12%	8%	-7	24%
Nc1c2c(nn1-c1ccccc1)CCC2	4%	-2	-5	-2%	-3%	4	-3%	-8%	-19	?
O=c1ccc2cc(S(=O)(=O)NCc3ccccc3)ccc2[nH]1	-8%	-4	-4	-1%	2%	6	4%	2%	-32	?
Cc1ccc(C)c(Nc2c([N+](=O)[O-])ccc3nonc23)c1	-3%	-1	-2	-7%	0%	11	5%	-1%	-1	0%
Cc1cc(OCC(O)CN2CCN(CCO)CC2)ccc1C(C)C (stereo not drawn)	6%	-5	0	0%	1%	12	2%	-5%	.	4%
COc1ccc(C(=O)C2CC2c2ccc3c(c2)OCO3)cc1 (stereo not drawn)	?	18	-1	3%	-1%	-10	8%	-1%	13	-8%
O=C(COc1ccccc1[N+](=O)[O-])N(C1CCCCC1)C1CCS(=O)(=O)C1 (stereo not drawn)	12%	0	-4	0%	-3%	8	8%	3%	-24	15%
CCN(c1ccc(OC)cc1)S(=O)(=O)c1csc(C(=O)N2CCCC2)c1	-30%	14	-10	1%	14%	1	4%	28%	-3	-3%
CCOC(=O)c1sc2ccc(S(=O)(=O)N3CCCCC3)cc2c1N	6%	-3	5	2%	1%	-21	0%	-8%	-10	?

Four entries drawn at random from the list so far, as already listed:
SMILES	Eya2 inh	TRPV1 agonist	KCNH2 WT inh	USP2a block	TCR activator	TSHR antag	AT treatment	Mito fusion act	KCNH2 3.1 inh	ELG1 repair inh
COc1ccc(C(=O)C2CC2c2ccc3c(c2)OCO3)cc1 (stereo not drawn)	?	18	-1	3%	-1%	-10	8%	-1%	13	-8%
O=c1ccc2cc(S(=O)(=O)NCc3ccccc3)ccc2[nH]1	-8%	-4	-4	-1%	2%	6	4%	2%	-32	?
CCN(c1ccc(OC)cc1)S(=O)(=O)c1csc(C(=O)N2CCCC2)c1	-30%	14	-10	1%	14%	1	4%	28%	-3	-3%
Cc1cc(OCC(O)CN2CCN(CCO)CC2)ccc1C(C)C (stereo not drawn)	6%	-5	0	0%	1%	12	2%	-5%	.	4%

Bioassay records (PubChem)
